SENP8 block-1: SENP8 (human) protease inhibition | AID 602440 | inhibition, % at 20 µM | Q96LD8 | 360,000 compounds, 0.64% hits | recombinant SENP8, Nedd8 substrate fluorescence; in the data active = inhibition mostly above about 40%, no sharp cut-off; inactive = mostly below about 27%
Target sequence (Q96LD8 whole entry, looked up): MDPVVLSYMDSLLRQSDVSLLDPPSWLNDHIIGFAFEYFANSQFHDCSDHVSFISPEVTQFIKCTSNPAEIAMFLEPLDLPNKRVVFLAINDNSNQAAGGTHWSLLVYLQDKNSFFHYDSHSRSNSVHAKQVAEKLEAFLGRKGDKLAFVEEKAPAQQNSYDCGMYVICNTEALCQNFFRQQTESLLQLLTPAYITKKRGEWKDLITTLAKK
UBC13 polyUb: blocks human UBC13 polyubiquitin chain formation | TR-FRET | 330,000 compounds, 0.47% hits | inhibition, % at 20 µM; in the data active = inhibition above about 45%, passing the limit was not always enough
Target sequence (P61088 whole entry, looked up): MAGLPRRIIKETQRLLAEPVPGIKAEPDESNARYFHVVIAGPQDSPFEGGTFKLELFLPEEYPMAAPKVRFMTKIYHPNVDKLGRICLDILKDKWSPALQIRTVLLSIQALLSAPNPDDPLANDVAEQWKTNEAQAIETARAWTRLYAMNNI
SENP1 inh: SENP1 (human) catalytic domain inhibition. Q9P0U3. recombinant SENP1 catalytic domain, CyPet-SUMO1-YPet FRET cleavage. inhibition, % at 10 µM. 360,000 compounds, 0.21% hits. AID 624204;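 active = inhibition at least 30% at 10 µM, raw YFP signal under a set limit, fluorescence ratio 0.5 to 1.5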;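 note: 0% = enzyme with DMSO and 100% = no enzyme wells; some results filed as inactive read as strong as hits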
Target sequence (Q9P0U3 419-644 limits assumed): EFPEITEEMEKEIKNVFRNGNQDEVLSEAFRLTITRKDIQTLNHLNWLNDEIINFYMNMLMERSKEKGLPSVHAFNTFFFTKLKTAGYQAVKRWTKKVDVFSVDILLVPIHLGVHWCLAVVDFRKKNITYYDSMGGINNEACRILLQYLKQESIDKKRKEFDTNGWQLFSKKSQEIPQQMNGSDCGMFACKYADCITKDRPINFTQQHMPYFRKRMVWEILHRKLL
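system = hSENP1 catalytic domain, recombinant | reagent = SFCypet-SUMO1-SFYpet substrate at 25 nM | doses = one dose per compound, 10 µM, 0.5% DMSO | incubation = enzyme reaction for 50 min at room temperature, dark | measured by = FRET, CFP and YFP emission | controls = no-enzyme low, enzyme-DMSO high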
SENP6 inh: SENP6 protease inhibition; 330,000 compounds, 1.8% hits; inhibition, % at 10 µM; Q9GZR1; Recombinant SENP6 catalytic domain, aminoluciferin luminescence; AID 2599;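 active = inhibition above about 50% at the single tested dose, limit read from the data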;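 note: plate controls were DMSO wells with enzyme for no effect and DMSO wells lacking enzyme for full effect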
SENP8 block-2: blocks the human protease SENP8; Q96LD8; purified SENP8, Z-RLRGG-aminoluciferin cleavage, luminescence; inhibition, % at 10 µM; 330,000 compounds, 1.2% hits; AID 2540; in the data active = inhibition above about 50%
Apaf1 inhib: blocks human Apaf-1 apoptosome activity. 330,000 compounds, 0.71% hits. inhibition, % at 20 µM. O14727. reconstituted apoptosome caspase-3 activity, DEVD-Rh110 fluorescence; active = inhibition of at least 40% at 20 µM;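 note: plate controls were DMSO wells for no effect and DEVD-CHO caspase inhibitor wells for full effect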
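System: reconstituted apoptosome with Apaf-1, cytochrome c, caspase-9, procaspase-3, dATP; Signal: Rh110 fluorescence intensity; Schedule: 30 min compound preincubation, 50 min activation, room temperature; Reagent: cytochrome c trigger plus (Z-DEVD)2-Rh110 caspase-3 substrate.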
SENP7 inh: inhibitors of human SENP7 protease; recombinant SENP7, Z-RLRGG-aminoluciferin luminescence, 40 min; inhibition, % at 5 µM; 330,000 compounds, 1.5% hits;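 active = inhibition above about 50% at the single test dose, limit read from the data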;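 note: plate controls were DMSO with enzyme for no effect and no enzyme buffer wells for full effect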
A3G deaminase: APOBEC3G (human) deaminase inhibition | recombinant A3G, ssDNA deamination FAM/TAMRA fluorescence | Q9HC16 | 330,000 compounds, 0.28% hits | inhibition, % at 20 µM;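 active = inhibition of at least 40% at 20 µM, with no more than 30% in the related APOBEC3A deaminase screen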;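 note: plate controls were DMSO wells with A3G for no effect and wells lacking A3G enzyme for full effect; some compounds called inactive have numbers as strong as hits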
Target sequence (Q9HC16 whole entry, looked up): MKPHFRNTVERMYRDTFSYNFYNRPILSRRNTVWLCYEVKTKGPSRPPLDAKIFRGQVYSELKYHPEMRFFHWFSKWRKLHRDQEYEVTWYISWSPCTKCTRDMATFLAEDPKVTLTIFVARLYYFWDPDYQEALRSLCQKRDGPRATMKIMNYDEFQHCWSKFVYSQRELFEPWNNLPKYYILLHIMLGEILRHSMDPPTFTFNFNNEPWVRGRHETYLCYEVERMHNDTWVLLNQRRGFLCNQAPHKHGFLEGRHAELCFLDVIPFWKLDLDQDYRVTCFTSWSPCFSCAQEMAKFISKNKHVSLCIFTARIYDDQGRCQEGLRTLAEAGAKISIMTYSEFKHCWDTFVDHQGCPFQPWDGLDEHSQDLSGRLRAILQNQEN
An asterisk follows results filed as active; . = no result given. Rows are unselected; overall some 3.6% were active at least once.

Letters: A = SENP8 block-1; B = UBC13 polyUb; C = SENP1 inh; D = SENP6 inh; E = SENP8 block-2; F = Apaf1 inhib; G = SENP7 inh; H = A3G deaminase
COc1ccc(-c2cnc3ccccc3n2)cc1NC(=O)CNC(=O)c1ccccc1
  A = -437 | B = -1 | C = -10 | D = 2 | E = 7 | F = 0 | G = 3 | H = -5
O=C(c1ccco1)N1CCN(C(=O)c2cnn3cccnc23)CC1
  A = -60 | B = -4 | C = 0 | D = -23 | E = -11 | F = -12 | G = -8 | H = 1
O=C(Nc1ccccn1)c1ccc(COc2ccccc2Cl)o1
  A = 20 | B = 0 | C = -2 | D = 8 | E = -21 | F = 11 | G = -16 | H = -3
COC(=O)C1=C(N)Oc2cc(C)n(Cc3ccncc3)c(=O)c2C1c1cccnc1 (stereo unspecified)
  A = -9 | B = -2 | C = 2 | D = -14 | E = -1 | F = -8 | G = 3 | H = -1
CCc1ccc(/C=N/NC(=O)c2nnn(-c3nonc3N)c2CN2CCOCC2)cc1
  A = 2 | B = 1 | C = 2 | D = -4 | E = -3 | F = -2 | G = 10 | H = -7
CCN(CC(=O)NC1CCS(=O)(=O)C1)S(=O)(=O)c1cc(C)ccc1C (stereo unspecified)
  A = 10 | B = -3 | C = 0 | D = 5 | E = 1 | F = 1 | G = 2 | H = -5
COc1ccc(-c2ccoc2)cc1[C@H]1[C@H]2C=CC[C@@H](C)[C@@H]2C(=O)N1Cc1ccccc1
  A = -49 | B = -8 | C = -4 | D = -3 | E = 4 | F = 5 | G = -3 | H = -2
O=C(CN(C(=O)c1ccccc1Cl)N1C(=O)C2C3C=CC(C3)C2C1=O)c1cccs1 (stereo unspecified)
  A = 24 | B = 24 | C = 2 | D = -10 | E = -4 | F = -11 | G = 0 | H = -5
Cn1ccc(NC(=O)Nc2cccc(C(F)(F)F)c2)n1
  A = 8 | B = 2 | C = -1 | D = -5 | E = -5 | F = -6 | G = -1 | H = -4
CCOC(=O)c1ccc(N2C(=O)CC(N3CCN(C(=O)c4ccco4)CC3)C2=O)cc1 (stereo unspecified)
  A = 25 | B = 4 | C = 1 | D = -4 | E = 3 | F = 4 | G = -8 | H = -1
CCn1cc(C(=O)NC(=S)Nc2cccc(O)c2)cn1
  A = 23 | B = 1 | C = 1 | D = 8 | E = -2 | F = -4 | G = 0 | H = -6
NC(=O)[C@@H]1CCCNc2c(F)cc([N+](=O)[O-])cc2C(=O)N[C@@H](CO)C(=O)NCC(=O)N1
  A = 18 | B = -8 | C = -1 | D = -2 | E = 8 | F = 2 | G = -2 | H = -1
Cc1ccc(N2C3=C(C(=O)CC(C)(C)C3)C(c3cn(C)nc3C)C3=C2CC(C)(C)CC3=O)cc1
  A = -268 | B = 4 | C = -79 | D = -12 | E = -7 | F = -18 | G = -2 | H = -9
O=C(COc1ccccc1C(=O)NCc1ccncc1)Nc1ccc(Br)cc1
  A = 12 | B = 2 | C = -2 | D = -5 | E = 1 | F = 1 | G = 5 | H = 8
CC(=O)Nc1ccc(NC(=O)c2ccccc2Nc2ccccc2)cc1
  A = 10 | B = 3 | C = 1 | D = -6 | E = 0 | F = -2 | G = -9 | H = -10

Part of the list above, field by field.
Cn1ccc(NC(=O)Nc2cccc(C(F)(F)F)c2)n1
  SENP8 block-1: 8
  UBC13 polyUb: 2
  SENP1 inh: -1
  SENP6 inh: -5
  SENP8 block-2: -5
  Apaf1 inhib: -6
  SENP7 inh: -1
  A3G deaminase: -4

CCOC(=O)c1ccc(N2C(=O)CC(N3CCN(C(=O)c4ccco4)CC3)C2=O)cc1 (stereo unspecified)
  SENP8 block-1: 25
  UBC13 polyUb: 4
  SENP1 inh: 1
  SENP6 inh: -4
  SENP8 block-2: 3
  Apaf1 inhib: 4
  SENP7 inh: -8
  A3G deaminase: -1

COc1ccc(-c2cnc3ccccc3n2)cc1NC(=O)CNC(=O)c1ccccc1
  SENP8 block-1: -437
  UBC13 polyUb: -1
  SENP1 inh: -10
  SENP6 inh: 2
  SENP8 block-2: 7
  Apaf1 inhib: 0
  SENP7 inh: 3
  A3G deaminase: -5

Remaining list, next part
Letters: A = SENP8 block-1; B = UBC13 polyUb; C = SENP1 inh; D = SENP6 inh; E = SENP8 block-2; F = Apaf1 inhib; G = SENP7 inh; H = A3G deaminase
CCCn1cc(CN2CCCC(CNC(=O)c3ccc(F)cc3)C2)c(C)n1 (stereo unspecified)
  A = -1 | B = 10 | C = 0 | D = -13 | E = -4 | F = -10 | G = -5 | H = -10
O=C(O)/C=C\C(=O)NCc1ccccc1
  A = 6 | B = 5 | C = 0 | D = 1 | E = 2 | F = -5 | G = 3 | H = -7
O=C(Cc1ccc(Cl)cc1)NN1C(=O)c2ccccc2C1=O
  A = 7 | B = 7 | C = 0 | D = -12 | E = 2 | F = -7 | G = 3 | H = -5
Cc1cccc(NC(=O)c2cc(NC(=O)c3ccccc3)ccc2N2CCCCC2)c1
  A = -11 | B = 11 | C = 0 | D = -2 | E = -7 | F = 18 | G = -4 | H = -2
Cc1ccc(C)c(NC(=O)CN(C)C(=O)c2oc3c(Cl)cccc3c2C)c1
  A = 11 | B = 6 | C = -1 | D = -2 | E = 4 | F = 20 | G = 1 | H = -5
O=C1CC(c2ccc(O)c(O)c2)Oc2c1ccc(O)c2O (stereo unspecified)
  A = 51* | B = -26 | C = 4 | D = 3 | E = 22 | F = -23 | G = -3 | H = 41*
O=C1CCCCC1C(=O)c1ccccc1 (stereo unspecified)
  A = . | B = -3 | C = . | D = -17 | E = -9 | F = -20 | G = 7 | H = -7
COc1ccc(C(=O)NCc2nnc(SCC(=O)N3CCCCC3)o2)cc1OC
  A = 20 | B = 4 | C = 4 | D = 13 | E = 5 | F = -2 | G = -5 | H = -2
COc1ccc(NC(=O)C2CSC(C)(C)N2C=O)cc1 (stereo unspecified)
  A = 7 | B = 7 | C = -1 | D = -14 | E = 0 | F = -3 | G = 5 | H = -4
COc1ccccc1C(=O)NNC(=O)c1ccc(F)cc1
  A = 15 | B = 7 | C = 1 | D = -11 | E = -1 | F = -5 | G = 0 | H = -2
COc1ccc(-c2sc3cc4c(cc3c2C#CC2(N)CCCCC2)OCO4)cc1
  A = -462 | B = 85* | C = -7 | D = 8 | E = 5 | F = 72* | G = -4 | H = -11
Cn1nc(C(=O)OCC(=O)c2ccccc2)c2ccccc2c1=O
  A = 1 | B = 5 | C = -1 | D = 0 | E = 0 | F = -8 | G = 1 | H = -5
CN(Cc1ccccc1)C(=O)CCC(=O)N(C)Cc1ccccc1
  A = 30 | B = 0 | C = -8 | D = 0 | E = -3 | F = 6 | G = -1 | H = -2
CCOC(=O)/C(C#N)=C/c1ccc(SC)cc1
  A = -134 | B = 6 | C = -39 | D = 20 | E = -21 | F = -11 | G = -2 | H = -2
CCC(C)C1NC(=S)N(C2CCCCC2)C1=O (stereo unspecified)
  A = 4 | B = 9 | C = -2 | D = 3 | E = 1 | F = -1 | G = 2 | H = -1

Reprinted from the part before: 6 entries, then new ones.
Letters: A = SENP8 block-1; B = UBC13 polyUb; C = SENP1 inh; D = SENP6 inh; E = SENP8 block-2; F = Apaf1 inhib; G = SENP7 inh; H = A3G deaminase
COc1ccccc1C(=O)NNC(=O)c1ccc(F)cc1
  A = 15 | B = 7 | C = 1 | D = -11 | E = -1 | F = -5 | G = 0 | H = -2
COc1ccc(-c2sc3cc4c(cc3c2C#CC2(N)CCCCC2)OCO4)cc1
  A = -462 | B = 85* | C = -7 | D = 8 | E = 5 | F = 72* | G = -4 | H = -11
Cn1nc(C(=O)OCC(=O)c2ccccc2)c2ccccc2c1=O
  A = 1 | B = 5 | C = -1 | D = 0 | E = 0 | F = -8 | G = 1 | H = -5
CN(Cc1ccccc1)C(=O)CCC(=O)N(C)Cc1ccccc1
  A = 30 | B = 0 | C = -8 | D = 0 | E = -3 | F = 6 | G = -1 | H = -2
CCOC(=O)/C(C#N)=C/c1ccc(SC)cc1
  A = -134 | B = 6 | C = -39 | D = 20 | E = -21 | F = -11 | G = -2 | H = -2
CCC(C)C1NC(=S)N(C2CCCCC2)C1=O (stereo unspecified)
  A = 4 | B = 9 | C = -2 | D = 3 | E = 1 | F = -1 | G = 2 | H = -1
C=CCNC(=O)Cc1c(OC)ccc2cc(Br)ccc12
  A = 4 | B = -10 | C = -2 | D = 0 | E = -2 | F = -6 | G = 3 | H = -10
Cc1cc(-c2nnc(CCC(=O)N(CC3CC3)CC3CCCO3)o2)no1 (stereo unspecified)
  A = 18 | B = -3 | C = -4 | D = -8 | E = -10 | F = -9 | G = -11 | H = -8
COc1ccccc1NS(=O)(=O)c1cccc(-n2c(O)c(C=Nc3ccccc3C(=O)O)c3ccccc3c2=O)c1
  A = 2 | B = -1 | C = -68 | D = 52* | E = 21 | F = 23 | G = 6 | H = 0
COc1ccc(CCN2CC(C(=O)NCc3ccco3)CC2=O)cc1OC (stereo unspecified)
  A = 0 | B = 5 | C = 0 | D = -8 | E = 1 | F = -7 | G = 6 | H = 4
COCCN1C(=O)/C(=C/c2ccc(N3CCCC3)cc2)SC1=S
  A = 44* | B = -120 | C = 16 | D = 0 | E = 5 | F = -18 | G = 9 | H = -39
O=C(C1=C[C@@H]2[C@H]3C(=O)N(c4ccccc4Cl)C(=O)[C@H]3[C@@H](C(=O)c3ccc(Cl)cc3)N2C=C1)c1ccccc1
  A = . | B = -17 | C = . | D = -3 | E = -2 | F = 11 | G = -3 | H = -6
COc1ccc(N2C(=O)CC(NC34CC5CC(CC(C5)C3)C4)C2=O)c(OC)c1 (stereo unspecified)
  A = 16 | B = 6 | C = 1 | D = -9 | E = -7 | F = -4 | G = -2 | H = -2
O=C(NCCCN1CCOCC1)c1ccc2c(c1)N(Cc1cccc(Cl)c1)C(=O)CS2
  A = 12 | B = 13 | C = 4 | D = -2 | E = 6 | F = 3 | G = -7 | H = -12
C/C(=N\Nc1cccc2cccnc12)c1ccc[nH]1
  A = 36 | B = -11 | C = -9 | D = 30 | E = 75* | F = 7 | G = 57* | H = -1
Cc1ccccc1OCC(=O)OCC(=O)c1ccc(-c2ccccc2)cc1
  A = 7 | B = 2 | C = 3 | D = -1 | E = -9 | F = 12 | G = 9 | H = -3
O=C(NC1CCCc2ccccc21)c1cc(F)cc(F)c1 (stereo unspecified)
  A = 6 | B = -6 | C = 0 | D = -20 | E = -8 | F = 1 | G = 0 | H = 0
CC(C)(C)c1csc(NC(=O)c2cccnc2)n1
  A = 4 | B = 1 | C = 1 | D = -16 | E = 3 | F = 7 | G = -3 | H = -4
C[C@H](NC(=O)c1nc[nH]c1C(=O)N1CCNCC1)C(=O)OCc1ccccc1
  A = 13 | B = 2 | C = 0 | D = -22 | E = 3 | F = -10 | G = -3 | H = -12
O=C(Nc1nc2cc3c(cc2s1)OCCO3)c1ccc([N+](=O)[O-])o1
  A = -22 | B = -19 | C = 1 | D = 87* | E = 74* | F = -1 | G = 88* | H = -5
Cc1cc([N+](=O)[O-])ccc1NC(=O)c1csc(C)c1C
  A = 13 | B = -2 | C = 2 | D = -12 | E = -18 | F = 10 | G = 0 | H = -6
Cc1c(C(=O)CN2CCSCC2)c2ccccc2n1C
  A = 26 | B = 4 | C = 1 | D = -6 | E = -1 | F = 5 | G = 9 | H = 1
C#CCNC(=O)C1=C[C@@H](c2ccc(C#C)cc2)C[C@@H](OCc2ccc(CO)cc2)O1
  A = -54 | B = -19 | C = -6 | D = -1 | E = 1 | F = 4 | G = -1 | H = -1
CSc1ccc(CCNC(=O)CS(=O)(=O)Cc2nc(-c3ccccc3F)oc2C)cc1
  A = 9 | B = 7 | C = 1 | D = 2 | E = 2 | F = 20 | G = 3 | H = -5
COCCCNC(=O)/C=C/c1cccc(Cl)c1
  A = 10 | B = 0 | C = 0 | D = -2 | E = -3 | F = 1 | G = 1 | H = -4

Screening data as filed in PubChem.
